Assay outcomes as filed in PubChem.
Nrf2 activator – activates Nrf2 signaling; AID 624171; hit rate 0.31% among 410,000; AREc32 ARE-luciferase reporter (MCF7-derived line), luminescence, 24 h; Potency, µM (series often up to 46.1 µM), for the others: at the top dose activation, most hits filed as activators; note: potency is the fitted concentration of half-maximal effect; % of control where 0% means no effect; nearly all actives have a fitted effect of over 65% in size
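Cells of the AREc32 ARE-luciferase line are plated in OPTI-MEM containing 5% FBS and left overnight at 37 deg C. Compounds are pinned in, incubation continues 24 hr, and firefly luciferase signal is then measured.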
IL2 activator – activates IL-2 in a cell-based reporter assay; IL-2 activation reporter assay, cell-based qHTS; stimulated with anti-CD3/CD4/CD28 beads; in transgenic mouse T cells; activation, % (series mostly up to about 46 µM); hit rate 0.065% among 360,000; AID 652025; in the data active = activation above about 50%; inconclusive = mostly about 30% to 49%; note: 0% is about no effect
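Unstimulated transgenic mouse T cells preincubated 60 min with compound, then stimulated with anti-CD3/anti-CD4-coated beads plus anti-CD28 for 18 h at 37 degrees C. IL-2 response read as EGFP and DsRed fluorescence by plate cytometry.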
Nrf2 block – Nrf2 pathway inhibition. A549 ARE-Fluc reporter, luciferase luminescence, 18-24 h. Potency, µM (highest dose often 46 µM), inactives show at the highest dose activity change, negative = inhibition, hits mostly inhibitors. hit rate 2.1% among 360,000. AID 504444; note: potency is the fitted concentration of half-maximal effect; % is set by controls: 0 for no effect and ±100 for the full control effect; nearly all actives have a fitted effect of over 60% in size
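Two sequential reads on A549 ARE_Fluc cells exposed to compound for 18-24 h: a CellTiter-Fluor fluorescence read for viability, then a luciferase luminescence read for Nrf2/ARE activity.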
TGFb SMAD3 inh – blocks TGF-b signaling | hit rate 1.2% among 410,000 | HepG2 CAGA-GFP TGF-b/SMAD3 reporter, GFP fluorescence, 18 h; TGF-beta stimulated, 500 pg/mL final | Potency, µM (top dose mostly 46.1 µM), for inactives: top-dose activity, negative = inhibition, usual class: inhibitors; note: potency is the fitted concentration of half-maximal effect; % is set by controls: 0 for no effect and ±100 for the full control effect; nearly all actives have a fitted effect of over 65% in size
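TGF-beta reporter screen: HEPG2 CAGA-GFP, 1% FBS, 500 pg/mL TGF-beta final, 18 h; per-cell GFP summed per well; curves fitted and categorized by class.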
A549 viability – A549 cytotoxicity, counter-screen for Nrf2 inhibitors; AID 504648; Potency, µM (top dose mostly 46 µM), for the others: top-dose activity change, negative = cytotoxicity, most hits filed as inhibitors; hit rate 0.16% among 390,000; A549 ARE-Fluc cells, CellTiter-Fluor viability, 18-24 h; note: potency is the fitted concentration of half-maximal effect; % is set by controls: 0 for no effect and ±100 for the full control effect
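A549 ARE_Fluc cells in 5% FBS OPTI-MEM were exposed to compounds in concentration-response for 18-24 h at 37 deg C. Viability was read by CellTiter-Fluor fluorescence (Ex 405/Em 525) after 30 min, before the luciferase read.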
HepG2 viability – counter-screen for TGF-b inhibitors: cytotoxicity in HepG2 cells | HepG2 CAGA-GFP viability, ATP luminescence, 18 h | hit rate 0.76% among 410,000 | Potency, µM (titrated, usually from 46.1 µM), inactives show at the top dose activity change, negative = cytotoxicity, usual class: cytotoxic; note: potency is the fitted concentration of half-maximal effect; some results filed as inactive show a strong effect at the top dose
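CellTiter-Glo luminescence gave cytotoxicity after 18 hours at 37 degrees C. The cells were HepG2 CAGA-GFP in 1% FBS DMEM, stimulated with 500 pg/mL TGF-beta after compound addition. %Activity was normalised to no-cell wells (complete cell-killing) and DMSO (no toxicity), and curves were fitted and classified.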
ATXN viability – reduces viability in counter-screen for ATXN expression inhibitors; Potency, µM (highest dose often 56.7 µM), hits mostly cytotoxic; hit rate 0.49% among 400,000; AID 651635; S2 cells (HEK-293 line with an ATXN2-luciferase reporter) viability, CellTiter-Fluor protease fluorescence, 24 h; note: potency is the fitted concentration of half-maximal effect; nearly all actives have a fitted effect of over 40% in size
EPAC2 ag – agonists of human EPAC2 (RAPGEF4); EPAC2 activation, biochemical qHTS; response scale: 100% = 6.5 mM cAMP response; Potency, µM (top dose mostly 154 µM), for inactives: at the highest dose activation, hits mostly activators; AID 720711; Q8WZA2; hit rate 0.079% among 360,000; note: potency is the fitted concentration of half-maximal effect; nearly all actives have a fitted effect of over 50% in size
Target sequence (Q8WZA2 whole entry, looked up): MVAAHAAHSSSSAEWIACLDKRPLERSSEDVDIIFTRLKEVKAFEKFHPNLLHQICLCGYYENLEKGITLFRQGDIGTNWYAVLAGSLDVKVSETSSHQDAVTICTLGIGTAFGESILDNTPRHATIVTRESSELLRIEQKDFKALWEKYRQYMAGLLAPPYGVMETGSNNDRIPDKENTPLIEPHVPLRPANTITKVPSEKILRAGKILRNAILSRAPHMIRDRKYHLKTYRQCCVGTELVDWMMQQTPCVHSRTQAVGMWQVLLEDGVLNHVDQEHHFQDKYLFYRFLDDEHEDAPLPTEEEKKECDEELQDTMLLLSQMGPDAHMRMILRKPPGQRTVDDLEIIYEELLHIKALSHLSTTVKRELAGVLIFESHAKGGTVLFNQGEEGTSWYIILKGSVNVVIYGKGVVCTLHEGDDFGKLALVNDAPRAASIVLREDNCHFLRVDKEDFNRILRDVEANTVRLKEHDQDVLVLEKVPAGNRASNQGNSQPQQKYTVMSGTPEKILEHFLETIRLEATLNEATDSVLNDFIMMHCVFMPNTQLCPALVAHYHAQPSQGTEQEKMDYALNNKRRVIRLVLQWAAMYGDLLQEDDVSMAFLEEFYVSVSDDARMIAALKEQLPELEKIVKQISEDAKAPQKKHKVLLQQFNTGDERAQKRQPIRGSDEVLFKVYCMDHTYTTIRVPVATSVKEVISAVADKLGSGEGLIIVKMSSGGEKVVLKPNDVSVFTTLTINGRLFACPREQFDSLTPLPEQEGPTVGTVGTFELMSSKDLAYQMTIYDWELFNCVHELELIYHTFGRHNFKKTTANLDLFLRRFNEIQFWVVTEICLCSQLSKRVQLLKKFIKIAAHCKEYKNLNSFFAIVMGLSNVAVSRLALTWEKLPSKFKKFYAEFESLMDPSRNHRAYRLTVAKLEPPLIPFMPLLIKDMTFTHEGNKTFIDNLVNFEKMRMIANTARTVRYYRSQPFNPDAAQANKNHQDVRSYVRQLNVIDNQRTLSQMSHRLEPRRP
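EPAC2 (100 nM) mixed with Rap1B loaded with BODIPY-GDP (250 nM) plus 50 uM unlabeled GDP; compounds pinned in, 5 min RT, then read every 5 min for 30 min (ex 480, em 540 nm). Normalized to cAMP control.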
ATXN2 expr inh – ATXN2 expression inhibition; Potency, µM (titrated, usually from 57 µM), inactives show at the top dose activity change, negative = inhibition, hits mostly inhibitors; hit rate 0.72% among 360,000; AID 1745845; HEK-293 ATXN2-luciferase reporter, luminescence, 24 h; note: potency is the fitted concentration of half-maximal effect; % is set by controls: 0 for no effect and ±100 for the full control effect; nearly all actives have a fitted effect of over 55% in size
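qHTS (up to 57 uM final) was run with 24 h compound exposure of reporter cells at 37 °C. Each well was multiplexed: SteadyGlo luminescence measured ATXN2-luciferase expression after a fluorogenic Gly-Phe-AFC viability readout (25 uM final).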
Numbers without * were called inactive; i = inactive; ? = inconclusive; nt = not tested or not shown; [ ] = another dose, or the depositor's remark. Unless noted, calls come from the whole dose curve; as a rule, active = well fitted curve in the direction sought with a large enough effect; inconclusive = small, poorly fitted or top-dose-only effect, or another doubt; inactive = no such curve, though single readings can be large; an effect the other way counts as inactive or inconclusive.

No.	SMILES	Nrf2 activator	IL2 activator	Nrf2 block	TGFb SMAD3 inh	A549 viability
1	O=C(Nc1ccc(Nc2ccncc2)cc1)c1ccc(Nc2ccnc3ccc([N+](=O)[O-])cc23)cc1[N+](=O)[O-]	-0.6%	0.2	-7%	4%	-1%
2	CCOC(=O)C1CCN(C(=O)c2cccc(S(=O)(=O)N(C)C3CCCCC3)c2)CC1	0.0%	-6.7	8%	-3%	-7%
3	CCCOc1c(OC)cccc1C1CC(=O)Nc2cc3c(cc21)OCO3 (configuration not stated)	0.2%	-0.1	nt	-2%	?
4	O=C1C2=C(SCCS2)C(=O)N1CCCO	0.6%	-0.4	25%	4%	0%
5	COC(=O)CS(=O)(=O)c1ccsc1C(=O)Nc1ccc(F)c(F)c1	-0.1%	1.0	2%	-1%	-10%
6	COc1ccc(N=C2SC(CC(=O)Nc3ccccc3F)C(=O)N2Cc2ccco2)cc1 (configuration not stated)	-0.1%[9.22 µM]	0.5	-5%	-5%	-1%
7	COc1ccc(-c2nc3c(c4nnc(SC(C)C(=O)Nc5ccc(C)cc5)n24)COC(C)(C)C3)cc1 (configuration not stated)	-0.8%	-4.6	-23%	16%	-11%
8	O=C(Nc1ccccc1)c1nc[nH]c1C(=O)O	-0.6%	nt	-2%	-3%	-2%
9	COCCNc1nc(NCc2ccccc2OC)c2cnn(C)c2n1	4.7%	nt	nt	0%	6%
10	CCc1cccc(N(CC(=O)NC2CCCCC2)C(=O)c2csnn2)c1	-0.5%	-0.3	1%	4%	2%

No.	HepG2 viability	ATXN viability	EPAC2 ag	ATXN2 expr inh
1	2%	nt	?	nt
2	1%	i	9%	-1%
3	6%	i	-3%	-28%
4	6%	i	4%	7%
5	2%	i	12%	-31%
6	-4%	i	10%	-5%
7	39%	i	-8%	-14%
8	3%	nt	nt	nt
9	-8%	i	nt	-6%
10	-2%	i	1%	-14%

No.	SMILES	Nrf2 activator	IL2 activator	Nrf2 block	TGFb SMAD3 inh	A549 viability
11	C[C@H]1C(=O)N(S(=O)(=O)c2ccc([N+](=O)[O-])cc2)[C@H]1c1ccc(F)cc1	nt	nt	10%	1%	2%
12	O=C(Cn1c(CO)nc2ccccc21)NCCc1ccccc1	-0.6%	-3.1	-1%	5%	-6%
13	CCN1CNC(=S)N(C(C)c2ccccc2)C1 (configuration not stated)	0.2%	-0.1	2%	5%	5%
14	Cc1ccccc1S(=O)(=O)NC(=O)C1(C)CCN1C(=O)C/C=C/c1ccccc1 (configuration not stated)	-0.3%	-0.4	nt	17%	nt
15	Cc1c(Cl)cccc1NC(=O)N1CCN(Cc2cc(=O)n3nc(-c4ccccc4F)sc3n2)CC1	11%	nt	nt	-15%	3%
16	Cc1c(NC(=O)C(C)OC(=O)c2cccc(S(=O)(=O)N(C)C)c2)c(=O)n(-c2ccccc2)n1C (configuration not stated)	-0.6%	-0.3	-10%	1%	0%
17	COc1ccc(NC(=O)Cn2nnc(C(=O)Nc3ccccc3C)c2N)cc1	-1.0%	-1.6	0%	0%	0%
18	Cc1ccc(C(=O)N2CCN(c3cccc(Cl)c3)CC2)cc1C	-0.5%	-2.1	?	-18%	-13%
19	O=c1[nH]c(SCc2ccccc2)nc2c1cnn2-c1ccc(F)cc1	-0.3%	-3.3	-23%	2%	1%
20	COCOCCn1cc(CN2CCS(=O)(=O)N(Cc3ccc(-c4ccccc4)cc3)C(CC(C)C)C2=O)nn1 (configuration not stated)	-2.0%	-4.0	nt	?	nt

No.	HepG2 viability	ATXN viability	EPAC2 ag	ATXN2 expr inh
11	5%	nt	nt	nt
12	-11%	i	8%	6%
13	22%	i	4%	-2%
14	-14%	i	4%	10%
15	0%	i	nt	12%
16	-12%	i	7%	7%
17	-13%	i	8%	-2%[11.3 µM]
18	8%	i	13%	-13%
19	4%	i	4%	-8%
20	-57%	nt	2%	?

No.	SMILES	Nrf2 activator	IL2 activator	Nrf2 block	TGFb SMAD3 inh	A549 viability
21	O=C(O)C1Nc2ccc(C(F)(F)F)cc2C2OCCC12 (configuration not stated)	-0.9%	0.3	11%	3%	-1%
22	COc1ccc(NC(=O)CNS(=O)(=O)c2cccs2)cc1	0.5%	1.9	?	?	-6%
23	COc1ccc([C@@H]2[C@@H](C)N(c3ccccc3)c3ccccc3C(=O)N2Cc2ccccc2)cc1	5.1%	-2.6	nt	?	nt
24	CC(=O)N1CCN(Cc2cc(=O)oc3ccc4ccccc4c23)CC1	3.1%	-0.6	nt	-3%	nt
25	CC1CCN(CCCNC(=O)c2cc3c(Cl)nc4ccccc4c3s2)CC1	0.7%	0.4	2%	?	-3%
26	Cc1[nH]n(-c2ccccc2)c(=O)c1N=Nc1nccs1	-0.4%	-1.4	?	?	?
27	COc1cccc(OC)c1OCCCCCCN1CCN(C)CC1	-0.6%	0.9	-12%	-8%	0%
28	Cc1cc(OCC(=O)N2CCC(C(=O)O)CC2)c2c(C)c(C)c(=O)oc2c1	-1.0%	-0.3	12%	-11%	-1%
29	COc1ccc(NC(=O)CN(C)CC(=O)NCC2CCCCC2)cc1	0.4%	0.4	4%	-6%	2%
30	Cc1cccn2c(Nc3ccccc3)c(-c3ccc(N4CCOCC4)cc3)nc12	2.4%	nt	29%[9.27 µM]	26%	4%

No.	HepG2 viability	ATXN viability	EPAC2 ag	ATXN2 expr inh
21	-20%	i	7%	10%
22	2%	i	-1%	18%
23	-30%	?	6%	0%
24	0%	i	-2%	-2%
25	-94%	nt	16%	nt
26	-27%	nt	-11%	22µM*
27	-24%	i	6%	nt
28	-2%	i	1%	4%
29	-5%	i	13%	-1%
30	18%	i	nt	1%

No.	SMILES	Nrf2 activator	IL2 activator	Nrf2 block	TGFb SMAD3 inh	A549 viability
31	CCCc1cc(C(=O)Nc2cccc(-c3nn[nH]n3)c2)sc1C	2.4%	-3.1	nt	-3%	nt
32	COc1ccccc1/C=C/C(=O)c1cc(Br)ccc1OC(=O)c1ccco1	20%	-0.2	26µM*	?	?
33	Cc1cccc(-n2ccnc2SCC(=O)Nc2cc(C)on2)c1	2.4%	-0.2	-5%	-1%	4%
34	Cc1ccc(C(=O)COC(=O)c2cccc(NC(=O)c3ccc([N+](=O)[O-])cc3[N+](=O)[O-])c2)cc1	1.8%	-1.5	-18%	?	-27%
35	O=C(CSc1n[nH]c(=O)[nH]c1=O)N/N=C/C=C/c1ccccc1	0.4%	0.0	1%	-1%	2%
36	CC1CN(C(=O)COc2ccc3ccccc3c2)CC(C)O1 (configuration not stated)	3.7%	0.3	-31%	17%	0%
37	Nc1[nH]c(C(=O)c2ccccc2)c(-c2c(F)cccc2F)c1C(=O)c1ccc(Cl)c(Cl)c1	2.4%	-1.2	nt	nt	nt
38	CC12CCC(=O)C=C1CCC1C3CC(O)C(O)(C(=O)CO)C3(C)CC(O)C12F (configuration not stated)	2.0%	-0.2	0.1µM*	34%[activator]	-1%
39	N#CC1=C(N)NC(SCC(=O)Nc2ccccc2)=C(C#N)C12CCCCC2	4.8%	4.1	-11%	-6%	-16%
40	COc1ccc(NC(=O)COC(=O)CC23CC4CC(CC(C4)C2)C3)c([N+](=O)[O-])c1	-0.2%[9.22 µM]	-0.3	10%	-26%	3%

No.	HepG2 viability	ATXN viability	EPAC2 ag	ATXN2 expr inh
31	-14%	i	-1%	nt
32	-88%	?	5%	?
33	0%	i	-1%	-8%
34	-26%	i	17%	16%
35	-5%	nt	13%	nt
36	7%	i	5%	3%
37	nt	?	10%	?
38	5%	i	4%	-5%
39	-36%	i	5%	5%
40	-24%	?	3%	-2%

Single records, as listed above. Screens in order: Nrf2 activator, IL2 activator, Nrf2 block, TGFb SMAD3 inh, A549 viability, HepG2 viability, ATXN viability, EPAC2 ag, ATXN2 expr inh
`Cc1cccc(-n2ccnc2SCC(=O)Nc2cc(C)on2)c1` reads 2.4%, -0.2, -5%, -1%, 4%, 0%, i, -1%, -8%
`Cc1ccc(C(=O)COC(=O)c2cccc(NC(=O)c3ccc([N+](=O)[O-])cc3[N+](=O)[O-])c2)cc1` reads 1.8%, -1.5, -18%, ?, -27%, -26%, i, 17%, 16%
`COc1ccc(NC(=O)COC(=O)CC23CC4CC(CC(C4)C2)C3)c([N+](=O)[O-])c1` reads -0.2%[9.22 µM], -0.3, 10%, -26%, 3%, -24%, ?, 3%, -2%

(more compounds)
No.	SMILES	Nrf2 activator	IL2 activator	Nrf2 block	TGFb SMAD3 inh	A549 viability
41	O=C(NCCO)c1ccc2c3n(nc2c1)-c1ccccc1CO3	-1.7%	-0.2	?	2%	2%
42	COc1cccc(-c2cnc3c(NC=O)cc(-c4ccc(N(C)C)cc4)cn23)c1	8.2%	0.7	nt	?	nt
43	Cc1ccc(C(=O)c2ccccc2C(=O)OCC(=O)N2CC(C)CC(C)C2)cc1 (configuration not stated)	0.1%	-0.9	-4%	-1%	3%
44	CCOc1ccccc1NS(=O)(=O)c1ccc2c(c1)n(C)c(=O)c(=O)n2C	0.0%	0.7	2%	-7%	-3%
45	COc1ccc(NC(=O)/C(C#N)=C\c2ccc(-c3cccc(C(=O)O)c3C)o2)cc1	-0.7%	-1.7	-19%	-20%	?
46	CCCN(CCC)CCCNC(=O)C1CCC(CNS(=O)(=O)c2ccc(NC(C)=O)cc2)CC1 (configuration not stated)	0.4%	nt	nt	0%	-1%
47	COc1ccc(C(c2oc(CO)cc(=O)c2O)c2oc(CO)cc(=O)c2O)cc1	-1.1%	-0.9	-9%	4%	2%

No.	HepG2 viability	ATXN viability	EPAC2 ag	ATXN2 expr inh
41	-40%	i	5%	10%
42	-2%	nt	10%	-6%
43	-9%	i	18%	-8%
44	6%	i	-7%	-1%
45	-13%	?	4%	6%
46	1%	i	nt	16%
47	-6%	i	4%	21%
